APJ antagonist = antagonists of human APJ apelin receptor; inhibition, % at 20 µM; 330,000 tested, 0.32% active; P35414; CHO-K1 APJ beta-arrestin complementation, luminescence;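 active means inhibition above about 40% at 20 µM, limit read from the data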;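 further: cells challenged with 10 nM apelin-13 agonist together with compound; plate controls were apelin-13 plus DMSO wells for no effect and DMSO wells lacking apelin-13 for full effect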
Target sequence (P35414 whole entry, looked up): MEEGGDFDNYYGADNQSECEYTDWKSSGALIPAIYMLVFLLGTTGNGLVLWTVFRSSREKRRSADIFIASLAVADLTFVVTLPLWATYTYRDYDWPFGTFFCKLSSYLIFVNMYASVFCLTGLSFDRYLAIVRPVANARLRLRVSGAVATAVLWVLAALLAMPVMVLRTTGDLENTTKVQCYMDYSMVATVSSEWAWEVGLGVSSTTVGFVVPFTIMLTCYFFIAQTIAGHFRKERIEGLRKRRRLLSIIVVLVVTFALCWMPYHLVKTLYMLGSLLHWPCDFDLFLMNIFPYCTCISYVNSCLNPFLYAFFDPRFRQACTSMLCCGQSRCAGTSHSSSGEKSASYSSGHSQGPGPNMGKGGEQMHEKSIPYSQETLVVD
Jurkat NFkB inh = lowers PMA/ionomycin-induced NF-kB signal in Jurkat cells | PMA/ionomycin-induced NF-kB luciferase reporter, luminescence | inhibition, % at 4 µM | 330,000 tested, 0.53% active; in the data active means inhibition above about 50%
tim23-1 inh = inhibits growth of tim23-1 mutant yeast; inhibition, % at 20 µM; S. cerevisiae tim23-1 growth, BacTiter-Glo luminescence, 24 h; 330,000 tested, 1.3% active; AID 463212;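 active means growth inhibition of the mutant yeast at or above 50%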;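 further: temperature-sensitive mutant grown at 25 °C; plate controls were DMSO-treated mutant yeast for no effect and medium wells lacking yeast for full effect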
Mdm2-MdmX inh = inhibitors of human Mdm2/MdmX interaction; O15151+Q00987; SaOS-2 split-luciferase Mdm2/MdmX complementation, luminescence; inhibition, % at 8 µM; 330,000 tested, 3% active; AID 485346;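 active means inhibition of at least 50% at 8 µM in the primary screen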
697 NFkB inh = inhibitors of the PMA/ionomycin-induced NF-kB reporter in 697 B cells. 697 B-cell NF-kB luciferase reporter, 16 h. inhibition, % at 4 µM. 330,000 tested, 0.33% active; in the data active means inhibition above about 35%
CHOP UPR activ = apoptotic UPR (CHOP) activation; 330,000 tested, 0.34% active; activation, % at 10 µM; CHO-CHOP luciferase reporter, luminescence; percent of tunicamycin response over DMSO baseline; AID 449763;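 active means at 10 µM dose, activation of 40% or more, normalized to positive control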;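 further: 100% = tunicamycin at 10 µg/mL and 0% = DMSO alone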
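Assay system: CHO-CHOP cells, stable luciferase reporter of PERK-eIF2a-CHOP signalling / Buffer or medium: F12 plus 10% serum / Compound dosing: one dose, 10 µM in 0.5% DMSO / Times: 6 h compound treatment, 37 °C / Technique: luciferase luminescence / Read-out: % reporter activation, DMSO baseline versus tunicamycin full activation / Benchmarks: tunicamycin and DMSO controls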
UPR XBP1 act = activators of adaptive arm of unfolded protein response (XBP1); AID 463104; CHO-XBP1 luciferase reporter, IRE1-XBP1 UPR activation, luminescence; percent of tunicamycin response, DMSO as zero; activation, % at 20 µM; 330,000 tested, 0.33% active;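 active means versus positive control, 20 µM dose yields 30% or more activation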;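 further: 100% = tunicamycin at 10 µg/mL and 0% = DMSO only wells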
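Assay system: IRE1-XBP1 luciferase reporter CHO line. Input: 1000 cells/well. Buffer or medium: F12 with 10% serum. Doses: 20 µM, 1% DMSO. Times: overnight seeding at 37 °C, 6 h compound treatment at 37 °C. Technique: Steady-Glo luciferase glow luminescence, 10 min after reagent addition.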
APJ ag = agonists of human APJ apelin receptor; P35414; CHO-K1 APJ PathHunter beta-arrestin, luminescence; 0% DMSO wells, 100% apelin; activation, % at 20 µM; 330,000 tested, 0.11% active; AID 2520;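 active means activation more than six SD over the plate average, tested at 20 µM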;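 further: 0% = DMSO alone and 100% = apelin-13 at 10 nM; some results filed as inactive read as strong as hits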
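system = engineered CHO-K1 APJ arrestin reporter cells | input = 1000 cells per well | timing = overnight seeding, 90 min compound at 25 °C, 1 h detection | measured by = enzyme-fragment complementation luminescence | read-out = beta-arrestin recruitment to APJ as agonist activity, luminescent signal | control set = negative DMSO alone, positive Apelin-13 at 10 nM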
The depositor's hits bear a star; . = not tested or not shown.

SMILES	APJ antagonist	Jurkat NFkB inh	tim23-1 inh	Mdm2-MdmX inh	697 NFkB inh	CHOP UPR activ	UPR XBP1 act	APJ ag
COc1cc(/C=C/C(=O)N2C(=O)c3cccc(N)c3C2=O)cc(OC)c1OC	7	32	22	71*	-49	68*	4	-5
CCOc1c(Cl)cc(CNc2ccc(S(N)(=O)=O)cc2)cc1OC	9	3	3	28	-7	0.7	-3	-2
COc1ccc2[nH]c(O)c(NC(C)=O)c2c1	-19	18	6	-29	-9	1.8	0	5
O=C(NC1CCCC1)C(c1ccsc1)N(CCc1ccccc1)C(=O)Cc1cccs1 (stereo not drawn)	10	3	-8	26	1	1.9	1	-4
NC12CC3CC(C1)CC(CC(=O)O)(C3)C2	-6	-3	16	-22	-8	-1.2	0	2
CCOc1ccc(N2CC(C(=O)NNC(=O)c3ccc(Br)cc3)CC2=O)cc1 (stereo not drawn)	-65	4	5	1	15	-0.6	-3	8
COc1ccc(C2SCCN2S(=O)(=O)c2ccc(NC(C)=O)cc2)cc1OC (stereo not drawn)	23	14	-5	9	-4	1.5	7	-5
COc1ccc(NS(=O)(=O)c2ccc(N3C(=O)CCC3=O)cc2)cc1	-3	-4	-4	13	-24	-1.2	-4	-2
O=C(Nc1cccc(Cl)c1N1CCOCC1)c1ccc(Br)o1	-1	7	38	23	-10	1.7	1	-11
O=C(COC(=O)CNC(=O)C1CCCCC1)Nc1ccccc1Cl	1	-8	10	-7	-18	-1.3	2	-2
C=CCN(C(=O)Cn1c(C(=O)OC)cc2oc(C)cc21)c1ccccc1	-1	-16	28	-33	-1	-0.5	-2	0
CC(C)n1cnc2c(NCc3ccccc3)cc(N[C@@H](CO)Cc3ccccc3)cc21	-37	26	20	93*	-2	33	-6	1
COc1cc2cc(CN(Cc3cccnc3)C(=O)NCc3ccccc3)c(=O)[nH]c2cc1OC	11	-6	6	31	1	-2.1	-3	-4
CCC(=O)NCc1csc(-c2cccs2)n1	13	-5	-1	-24	-15	2.1	4	-5
O=C(c1ccco1)N1CCN(CC(O)COc2ccc(Br)cc2)CC1 (stereo not drawn)	9	-6	14	7	8	2.8	-3	-3
COc1ccc(C2/C=C\CN(S(=O)(=O)c3ccc(C)cc3)CC(=O)N2Cc2cccc(F)c2)cc1 (stereo not drawn)	.	.	45	16	-24	5.0	2	.
O=C(/C=C/c1ccc(Cl)c(Cl)c1)NCCCn1ccnc1	-4	-14	-12	-7	1	1.8	-2	-2
OC(C#CCN1CCCC1)(c1ccccc1)c1cccnc1 (stereo not drawn)	-19	-9	-35	-6	5	-0.8	-4	-1
Cc1ccc(NC(=O)COC(=O)c2ccc3c(c2)OCO3)cc1S(=O)(=O)N1CCCCC1	-6	-7	21	22	9	-1.4	-2	-2
Cc1cc2c(cc1C)C(c1ccsc1)CC(=O)N2 (stereo not drawn)	-1	3	23	18	-3	-0.7	4	-2
CO[C@H]1C=CO[C@@]2(C)Oc3c(C)c(O)c4c(O)c(c(C=NN5CCN(C6CCCC6)CC5)c(O)c4c3C2=O)NC(=O)C(C)=CC=C[C@H](C)[C@H](O)[C@@H](C)[C@@H](O)[C@@H](C)[C@H](OC(C)=O)[C@@H]1C	36	6	18	18	-4	0.7	-7	7
CC(C)COC(=O)Nc1nnc(SCc2ccccc2F)s1	-6	-3	2	14	2	-1.6	0	-3
CN(CC(=O)Nc1ccccc1C(F)(F)F)C(=O)c1cc(Cl)nc2ccccc12	15	11	18	13	1	-0.2	-1	-3
CCC(C)[C@H](NC(=O)N1CCn2c1nc1ccccc12)C(=O)NCC1CCCO1 (stereo partly drawn)	4	-6	5	16	18	0.6	-1	-2
COC(=O)Cc1c(C)nc(SCc2ccccc2)[nH]c1=O	-3	6	4	6	-2	0.6	-1	-2
CCc1nc(SCC(=O)N2CCOCC2)c2c(=O)n(C)c(=O)n(C)c2n1	1	3	9	5	-2	0.6	-4	5
COc1cc(C)c(C(C)C)cc1S(=O)(=O)NCCCn1ccnc1	-1	0	7	-23	-8	-2.1	2	5
CN1CCN(C(CNC(=O)C(=O)Nc2ccc3c(c2)OCCO3)c2ccc(F)cc2)CC1 (stereo not drawn)	14	-2	-24	25	-6	0.8	-2	-4
CCCCC(=O)Nc1cccc(-c2nc3ncccc3o2)c1	8	6	24	27	10	1.5	3	-4
COc1ccc(N2CCN(CC(O)c3c[nH]c4ccc(OC)cc34)CC2C)cc1 (stereo not drawn)	7	0	12	2	2	1.0	-1	-2
CCCC(=O)n1nc(-c2ccc(OC)cc2)nc1N	-31	-5	18	2	14	-1.5	1	-4
COc1ccc(NC(=O)CN(C)CC(=O)Nc2ccc3c(c2)CCC3)cc1	-14	18	19	2	-3	2.4	-1	-4
Cc1ccc(S(=O)(=O)NCCC2=CCCCC2)cc1C(N)=O	21	19	21	11	-26	-0.5	-5	1
CCCCN1C(=O)N(C)C2NC(=S)NC21 (stereo not drawn)	2	-9	6	-36	-23	1.8	1	-3
CC1CCC2C(C1)Nc1c(C(=O)O)cccc1C2(C)C (stereo not drawn)	17	1	47	2	6	-0.2	2	-3
O=C(N/N=C/c1cc(Cl)ccc1O)c1ccncc1	-40	21	41	27	-51	-0.1	-1	10
CCn1c(SCC(=O)Nc2ccccc2OC)nnc1-c1cnccn1	-2	-4	8	15	11	-3.5	-1	-4
CCc1sc(C(=O)Nc2cccc(-n3cnnn3)c2)cc1C	0	23	12	31	37*	7.1	-2	-4
COC(=O)c1sccc1NC(=S)N1CCN(C)CC1	-15	2	2	-8	6	1.0	-1	-5
COC(=O)c1ccc(C2CC(=O)Nc3cc(OC)c(OC)c(OC)c32)cc1 (stereo not drawn)	-3	-8	9	40	17	0.1	-2	-4
C=CCSc1n[nH]c(-c2ccc(OCCCC)cc2)n1	-15	-53	72*	-56	-59	3.5	5	0
CN(C)/C=N/c1ncc(C(=O)c2ccc(Cl)cc2)s1	-12	-27	22	-55	-38	1.5	4	-1
COC(=O)c1cn[nH]c1N	-5	4	11	-24	-8	-2.8	-2	6
Cc1noc(C)c1COc1cccc(C(=O)OCC(=O)NC(=O)c2ccc(OC(F)F)cc2)c1	4	10	7	-5	14	3.2	-1	2
CC1=NN(Cc2c(C)nn(Cc3ccccc3)c2C)C(C)(C)C1	-14	-2	12	-13	-4	2.0	1	2
COc1cc(C)c(/C=C(\C#N)C(=O)Nc2cccc(C)c2)cc1C(C)C	8	-3	3	-18	-16	-1.8	0	-3
O=S(=O)(N1CCCCC1)N1CCCN(S(=O)(=O)N2CCCCC2)CC1	15	9	8	10	9	0.4	-4	-3
CCN(CC(=O)Nc1c(F)cccc1F)C(=O)CSc1ccc(F)cc1	9	9	-9	10	3	-0.9	-1	-4
Cc1ccc2nc(NC(=O)C(NS(=O)(=O)c3cccc4nsnc34)C(C)C)sc2c1 (stereo not drawn)	5	-4	13	7	-8	0.3	-2	-3
CCC(=O)Nc1cccc(NC(=O)CN2CCN(c3ccccc3OC)CC2)c1	-21	9	4	9	15	-3.0	-3	-2
CC(C)Cn1c(N)c(-c2nc(C(C)C)c(C(=O)c3ccccc3F)s2)c(=O)n(C)c1=O	-5	0	-5	15	-22	1.7	7	6
CCc1nc2sc3ccccc3c(=O)c2c(=O)n1Cc1ccco1	2	-10	53*	-26	-38	0.9	0	7
CC(C)(C)OC(=O)NCc1ccc(NC(=O)c2nc[nH]c2C(=O)N[C@@H](Cc2ccccc2)C(=O)OC(C)(C)C)cc1	-90	8	16	37	-24	2.5	6	8
CC(=O)Nc1nc(=S)n(-c2ccccc2)[nH]1	1	3	5	9	15	0.6	-3	-1
Cc1nc(NC(N)=S)sc1C(=O)Nc1ccccc1	36	18	0	-17	8	1.3	3	-3
Cc1csc(SCC(=O)Nc2cc(C(N)=O)cc(C(N)=O)c2)n1	10	-10	5	-32	-18	0.3	0	4
O=S(=O)(c1ccc(Br)cc1)N1CCCC1	11	-2	20	13	-28	-0.6	-3	-2
COc1ccc(NC(=O)C(NC(C)=O)C(=O)NCc2ccccc2OC)cc1 (stereo not drawn)	10	1	11	31	3	0.0	-1	-1
N#C/C(=C(\O)Cc1ccccc1)c1nc2ccccc2[nH]1	10	3	4	55*	18	0.8	1	-6
COc1ccccc1NC(=O)C(=O)N/N=C/c1cccs1	-6	-37	33	-9	-48	3.7	3	-1

Individual results from above.
Jurkat NFkB inh, `CCc1nc2sc3ccccc3c(=O)c2c(=O)n1Cc1ccco1` : -10
CHOP UPR activ, `N#C/C(=C(\O)Cc1ccccc1)c1nc2ccccc2[nH]1` : 0.8

Further results.
SMILES	APJ antagonist	Jurkat NFkB inh	tim23-1 inh	Mdm2-MdmX inh	697 NFkB inh	CHOP UPR activ	UPR XBP1 act	APJ ag
CC(C)C1Cc2c(C#N)c(N)sc(=S)c2CO1 (stereo not drawn)	0	-6	14	-3	8	0.5	0	1
CCc1ccc2oc(-c3cc(N)ccc3Cl)nc2c1	11	-112	56*	-36	-101	-4.2	-5	-7
O=C(NCC1CCCCC1)c1cc(Br)ccc1Cl	20	-3	30	-8	1	1.7	-1	-4
O=C(CSc1nnnn1Cc1ccccc1)c1ccccc1	14	-3	34	-2	-23	5.0	-2	-4
Cn1c(Cn2c(=O)sc3ccccc32)nnc1SCC(=O)Nc1cccc(F)c1	11	4	16	19	9	-0.8	-4	-3
NC(=O)CSc1nnc(-c2ccccn2)n1N	15	1	10	-18	-15	0.0	-2	-6
CC(NCc1ccc(S(N)(=O)=O)cc1)C(=O)N1CCc2ccccc21 (stereo not drawn)	9	4	17	-13	-3	0.4	-2	-4
COc1cc(/C=N/N(c2ccccc2)c2ccccc2)ccc1O	12	2	47	6	-2	6.1	0	-1
CCOC(=O)c1sc2cc([N+](=O)[O-])cc(SCC(C)C)c2c1N	-4	4	4	-13	19	2.0	-1	2
Cc1cccc(OC(C)C(=O)Nc2ccc(S(=O)(=O)N3CCCC3)cc2)c1 (stereo not drawn)	5	7	11	8	-8	3.0	-4	2
CC(C)Nc1nc(NC(C)C)nc(Oc2ccc(/C=N/O)cc2)n1	-6	0	14	-13	9	1.5	1	-6
O=C(c1ccccc1)c1ncc[nH]1	-3	1	1	16	3	-1.0	1	-2
CCOC(=O)c1c(NC(=O)c2cccs2)sc2c1CCCC2	25	-6	16	-3	-6	0.4	-2	0
C/C(Cl)=C\COc1cc(C)nc2c(Br)cccc12	-5	16	29	20	-2	1.6	0	-4
Cc1ccc(OCC(=O)OCC(=O)c2ccccc2)cc1C	-3	-3	12	28	-1	-0.5	-4	7
Cc1noc(C)c1CCC(=O)Nc1c(C(C)C)cccc1C(C)C	-3	3	-4	-9	25	-1.6	0	-3

Marked active in 697 NFkB inh (from the list above):
Compound | APJ antagonist | Jurkat NFkB inh | Mdm2-MdmX inh | 697 NFkB inh
CCc1sc(C(=O)Nc2cccc(-n3cnnn3)c2)cc1C | 0 | 23 | 31 | 37*

Some of these compounds in order of SMILES length, smallest number first:
SMILES	APJ antagonist	Jurkat NFkB inh	tim23-1 inh	Mdm2-MdmX inh	697 NFkB inh	CHOP UPR activ	UPR XBP1 act	APJ ag
CC(C)C1Cc2c(C#N)c(N)sc(=S)c2CO1 (stereo not drawn)	0	-6	14	-3	8	0.5	0	1
COc1cc(/C=N/N(c2ccccc2)c2ccccc2)ccc1O	12	2	47	6	-2	6.1	0	-1
CC(C)Nc1nc(NC(C)C)nc(Oc2ccc(/C=N/O)cc2)n1	-6	0	14	-13	9	1.5	1	-6
CC(NCc1ccc(S(N)(=O)=O)cc1)C(=O)N1CCc2ccccc21 (stereo not drawn)	9	4	17	-13	-3	0.4	-2	-4
